# Screens (PubChem BioAssay)
# 697 NFkB inh: lowers PMA/ionomycin-induced NF-kB signal in 697 B cells. 330,000 tested, 0.33% active. 697 B-cell NF-kB luciferase reporter, 16 h. AID 435022. inhibition, % at 4 µM; in the data active = inhibition above about 35%
# tim23-1 inh: growth inhibitors of tim23-1 mutant yeast. S. cerevisiae tim23-1 growth, BacTiter-Glo luminescence, 24 h. inhibition, % at 20 µM. 330,000 tested, 1.3% active;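 active = growth inhibition of the mutant yeast at or above 50%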;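 note: temperature-sensitive mutant grown at 25 °C; plate controls were DMSO-treated mutant yeast for no effect and medium wells lacking yeast for full effect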
# APJ ag: agonists of human APJ apelin receptor; activation, % at 20 µM; 330,000 tested, 0.11% active; CHO-K1 APJ PathHunter beta-arrestin, luminescence; 0% DMSO wells, 100% apelin; P35414; AID 2520;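 active = activation more than six SD over the plate average, tested at 20 µM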;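 note: 0% = DMSO alone and 100% = apelin-13 at 10 nM; some results filed as inactive read as strong as hits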
#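 Material: CHO-K1 APJ beta-arrestin complementation cell line; Input: cell density 1000 per well; Incubation: compound stimulation 90 min at 25 °C, detection 60 min; Signal: luminescence from split beta-galactosidase complementation, Galacton Star/Emerald II substrate; Controls: DMSO-only wells as negative, 10 nM Apelin-13 as positive control.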
# UPR XBP1 act: adaptive UPR (XBP1) activation | CHO-XBP1 luciferase reporter, IRE1-XBP1 UPR activation, luminescence; percent of tunicamycin response, DMSO as zero | activation, % at 20 µM | 330,000 tested, 0.33% active;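 active = versus positive control, 20 µM dose yields 30% or more activation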;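 note: 100% = tunicamycin at 10 µg/mL and 0% = DMSO only wells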
#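 incubation = overnight seeding at 37 °C, 6 h compound treatment at 37 °C | assay system = CHO-XBP1 cells stably carrying IRE1-XBP1-driven luciferase reporter | input = 1000 cells per well | detection = luciferase luminescence | dosing = single point, 20 µM final compound, 1% DMSO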
# UPR CHOP act: apoptotic UPR (CHOP) activation; 330,000 tested, 0.34% active; CHO-CHOP luciferase reporter, luminescence; percent of tunicamycin response over DMSO baseline; activation, % at 10 µM;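 active = at 10 µM dose, activation of 40% or more, normalized to positive control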;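 note: 100% = tunicamycin at 10 µg/mL and 0% = DMSO alone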
#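 Assay system: CHO cells with stable CHOP pathway luciferase reporter; Buffer or medium: F12 plus 10% serum; Times: 16-18 h cell attachment, then 6 h compound exposure, 37 °C; Signal: luciferase luminescence; Read-out basis: percent activation relative to tunicamycin control; Control set: tunicamycin high control, DMSO low control.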
# Mdm2-MdmX inh: human Mdm2/MdmX binding inhibition. O15151+Q00987. SaOS-2 split-luciferase Mdm2/MdmX complementation, luminescence. inhibition, % at 8 µM. 330,000 tested, 3% active;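 active = inhibition of at least 50% at 8 µM in the primary screen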
# Target sequence (O15151 whole entry, looked up): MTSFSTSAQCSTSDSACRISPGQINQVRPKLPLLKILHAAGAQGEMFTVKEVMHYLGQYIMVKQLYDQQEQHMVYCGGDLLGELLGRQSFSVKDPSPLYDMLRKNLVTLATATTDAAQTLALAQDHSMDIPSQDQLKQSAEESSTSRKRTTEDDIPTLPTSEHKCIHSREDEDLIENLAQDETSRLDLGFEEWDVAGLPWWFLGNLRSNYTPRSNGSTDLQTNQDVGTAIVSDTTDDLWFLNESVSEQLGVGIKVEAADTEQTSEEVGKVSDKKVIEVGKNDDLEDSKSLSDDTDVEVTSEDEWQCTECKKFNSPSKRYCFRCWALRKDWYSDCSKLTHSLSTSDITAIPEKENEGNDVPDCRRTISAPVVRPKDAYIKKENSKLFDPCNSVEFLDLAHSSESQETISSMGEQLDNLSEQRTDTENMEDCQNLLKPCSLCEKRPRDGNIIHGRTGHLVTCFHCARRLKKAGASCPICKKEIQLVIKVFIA
# Target sequence (Q00987 whole entry, looked up): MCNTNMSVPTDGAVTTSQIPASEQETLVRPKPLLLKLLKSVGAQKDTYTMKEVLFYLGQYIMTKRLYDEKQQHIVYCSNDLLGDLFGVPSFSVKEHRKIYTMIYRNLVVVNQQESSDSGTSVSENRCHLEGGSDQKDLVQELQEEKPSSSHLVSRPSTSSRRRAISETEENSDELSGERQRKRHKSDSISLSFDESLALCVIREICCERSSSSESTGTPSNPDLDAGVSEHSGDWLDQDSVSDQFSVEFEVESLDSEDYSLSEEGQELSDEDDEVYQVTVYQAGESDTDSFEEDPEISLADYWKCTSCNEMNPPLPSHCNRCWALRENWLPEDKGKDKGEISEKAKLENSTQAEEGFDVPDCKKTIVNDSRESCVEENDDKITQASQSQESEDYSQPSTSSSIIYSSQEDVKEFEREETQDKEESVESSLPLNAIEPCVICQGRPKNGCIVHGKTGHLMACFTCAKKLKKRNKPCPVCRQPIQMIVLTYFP
# Jurkat NFkB inh: inhibitors of the PMA/ionomycin-induced NF-kB reporter in Jurkat cells; AID 435003; inhibition, % at 4 µM; PMA/ionomycin-induced NF-kB luciferase reporter, luminescence; 330,000 tested, 0.53% active; in the data active = inhibition above about 50%
# APJ antagonist: blocks the human apelin receptor APJ. AID 2521. inhibition, % at 20 µM. CHO-K1 APJ beta-arrestin complementation, luminescence. 330,000 tested, 0.32% active. P35414;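 active = inhibition above about 40% at 20 µM, limit read from the data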;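 note: cells challenged with 10 nM apelin-13 agonist together with compound; plate controls were apelin-13 plus DMSO wells for no effect and DMSO wells lacking apelin-13 for full effect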
# * hit, by the source's call.
1: O=C(C1=C[C@@H]2[C@H]3C(=O)N(c4cccc(Cl)c4)C(=O)[C@H]3[C@@H](C(=O)c3ccc(Cl)cc3)N2C=C1)c1ccccc1
2: Cc1ccc(S(=O)(=O)NCC(=O)N(CC(=O)NCC2CCCO2)c2ccc(Cl)cc2)cc1 (stereo not given)
3: COc1ccc(-c2cc3nc(-c4ccccc4)cc(N4CCC(O)CC4)n3n2)cc1
4: Cc1ccc(/C=c2\sc3nc(-c4cccs4)nn3c2=O)o1
5: COc1ccc(S(=O)(=O)N2CCCCC2)cc1NC(=O)CSc1ncnc2ccccc12
6: O=C(NCc1ccncc1)NC12CC3CC(CC(C3)C1)C2
7: CCc1noc(C)c1C(=O)OCC(=O)c1ccc(OC)c(OC)c1
8: Fc1cccc(/C=N/N=C/c2cccc(F)c2)c1
9: CCc1nnc(NC(=O)c2cc(-c3ccccn3)nc3ccccc23)s1
10: NC(=O)C1CCCN(C(=O)CCc2nnc(C3(c4ccc(Cl)cc4)CCC3)o2)C1 (stereo not given)
screen / no. | 1 | 2 | 3 | 4 | 5 | 6 | 7 | 8 | 9 | 10
697 NFkB inh | 6 | 7 | -22 | -14 | -97 | -17 | 6 | -22 | 16 | -11
tim23-1 inh | 25 | 13 | 49 | -1 | 19 | 21 | 4 | 7 | -8 | -12
APJ ag | -1 | -3 | 6 | 0 | 5 | -1 | -2 | -2 | -4 | -1
UPR XBP1 act | 0 | 1 | 5 | 1 | 3 | -1 | 1 | 3 | 2 | -1
UPR CHOP act | -1.8 | 1.0 | 4.3 | -1.5 | 6.2 | 0.3 | -0.6 | 4.7 | -0.6 | 3.7
Mdm2-MdmX inh | 13 | 10 | 9 | -16 | 33 | -37 | 16 | -20 | -19 | 10
Jurkat NFkB inh | -1 | 2 | -21 | 3 | 29 | -12 | -5 | -45 | 4 | -7
APJ antagonist | 3 | -2 | -3 | 1 | -4 | -10 | 6 | 7 | 0 | 22

11: C[C@H](OC(=O)c1[nH]cnc1C(=O)N1CCN(C(=O)OC(C)(C)C)CC1)c1ccccc1
12: CCN1CCN(CC(O)COC(c2ccccc2)c2ccccc2)CC1 (stereo not given)
13: CCOC(=O)C1=C(C)NC(=O)NC1c1ccc(Cl)cc1Cl (stereo not given)
14: COc1ccccc1C1SCCN1C(=O)c1ccc([N+](=O)[O-])cc1 (stereo not given)
15: Cc1ccc2oc(-c3ccccc3C(=O)O)cc(=O)c2c1
16: Cc1ccc(C)c(CSc2nnc(C)c(=O)[nH]2)c1
17: CS(=O)(=O)N(CC(=O)Nc1ccc(CC#N)cc1)c1ccc(C23CC4CC(CC(C4)C2)C3)cc1
18: COc1ccc(CNc2nc3nc(C)c(Cl)c(=O)n3[nH]2)cc1
19: Cn1c(=O)c2c(nc(-n3ccnc3)n2C)n(C)c1=O
20: Cc1cc(Cl)c(S(=O)(=O)N2CCCC2)cc1OCC(=O)NC1CCCCC1
screen / no. | 11 | 12 | 13 | 14 | 15 | 16 | 17 | 18 | 19 | 20
697 NFkB inh | 3 | -8 | 22 | -3 | 9 | 14 | -14 | 10 | 22 | 2
tim23-1 inh | 12 | 2 | 26 | 30 | 16 | 12 | 5 | 6 | 9 | 28
APJ ag | 2 | -3 | -4 | 2 | -3 | -3 | 5 | -5 | -3 | 0
UPR XBP1 act | 0 | 6 | 0 | -2 | 0 | -3 | 9 | -2 | 1 | -1
UPR CHOP act | 0.3 | 0.6 | 0.2 | -1.2 | -2.3 | -0.1 | 16 | 0.5 | -4.1 | -3.2
Mdm2-MdmX inh | -10 | -1 | -4 | -9 | -1 | 7 | 64* | 6 | 4 | 23
Jurkat NFkB inh | 18 | 1 | -1 | -8 | 11 | -4 | -1 | 13 | -3 | 12
APJ antagonist | 7 | -3 | 1 | -1 | 9 | 1 | -15 | 1 | 16 | -1

21: CCCC(=O)C1=C(O)C(C(=O)OC)C(C)(C)CC1=NCc1ccccc1 (stereo not given)
22: CC1CC(=O)N(CC(=O)NC2CCCCC2)c2ccccc2S1 (stereo not given)
23: Cc1ccc(-c2n[nH]c(=O)c3ccccc23)cc1S(N)(=O)=O
24: O=C(NCc1cccnc1)c1cc(S(=O)(=O)N2CCOCC2)c(Cl)cc1Cl
25: CN(C(=O)CN1C(=O)c2cccc(N)c2C1=O)C1CCCCC1
26: CCCCN(C(=O)CSCC(=O)Nc1cccc(C)c1)c1c(N)n(CCCC)c(=O)[nH]c1=O
27: O=C(CSc1ncnc2c1oc1ccccc12)NCc1ccco1
28: COC(=O)c1c(NC(=O)CSc2nc3ccccc3c(=O)n2Cc2ccco2)sc(C)c1C
29: Cc1cc(NC(=O)CSc2ccc3nnc(-c4cccs4)n3n2)no1
30: COc1cc(OC)c2cc(C(=O)N[C@H](C(=O)N3CCC[C@H]3C(=O)O)C(C)C)n(C)c2c1
screen / no. | 21 | 22 | 23 | 24 | 25 | 26 | 27 | 28 | 29 | 30
697 NFkB inh | 7 | 9 | 9 | 9 | -20 | -18 | 2 | 9 | -5 | 15
tim23-1 inh | 21 | 31 | -3 | 14 | 34 | -7 | 16 | 8 | 6 | 9
APJ ag | 0 | -2 | -3 | 10 | -2 | 3 | 2 | 1 | -1 | 0
UPR XBP1 act | -2 | -1 | -3 | -1 | -1 | 0 | 1 | -1 | 0 | -1
UPR CHOP act | 1.6 | 3.6 | -0.2 | 0.4 | 0.2 | -2.6 | 0.2 | 2.0 | -1.3 | 0.9
Mdm2-MdmX inh | -1 | -8 | 25 | -24 | -37 | 1 | 9 | 34 | -1 | 30
Jurkat NFkB inh | -5 | -12 | -4 | 9 | -14 | -3 | -4 | 7 | -15 | 11
APJ antagonist | 13 | 0 | 8 | 14 | -29 | -2 | 5 | -8 | -44 | 9

31: COc1ccc(-c2nnc(SCCC(=O)O)n2-c2ccccc2)cc1
32: COC(=O)C1=C(N)OC2=C(C(=O)CCC2)C1c1cccnc1 (stereo not given)
33: COc1ccc(Cl)cc1C(=O)NNC(=O)CSc1nnnn1C
34: CCOc1ccc(NC(=O)C2CCC(N3C(=O)C4CC=CCC4C3=O)CC2)cc1 (stereo not given)
35: COC(=O)C1(C)NC(c2ccccc2C)C2C(=O)N(c3ccccc3)C(=O)C21 (stereo not given)
36: Cn1cnnc1SCc1ccc(C(=O)n2ncc(C#N)c2N)cc1
37: CCCc1cc(=O)n2[nH]c(-c3cc(OC)c(OC)c(OC)c3)nc2n1
38: CC1=CC(=C(C#N)C#N)C=C(C)N1CCN1CCNCC1
39: CCOc1ccc(-c2noc(-c3cccnc3)n2)cc1OC
40: CC(NC(=O)c1sc2ccccc2c1Cl)C1CCCO1 (stereo not given)
screen / no. | 31 | 32 | 33 | 34 | 35 | 36 | 37 | 38 | 39 | 40
697 NFkB inh | 5 | 17 | 9 | 15 | -12 | 9 | 17 | -2 | -17 | -66
tim23-1 inh | 0 | -3 | -13 | 13 | 22 | 15 | -5 | 0 | 22 | 7
APJ ag | -3 | -1 | -2 | -1 | -1 | 5 | -2 | -1 | -1 | -2
UPR XBP1 act | -1 | -1 | 1 | -1 | -3 | 1 | -1 | 1 | 5 | 2
UPR CHOP act | 0.2 | 0.7 | -0.2 | -2.8 | 4.4 | 0.5 | -0.3 | 2.4 | 3.8 | 5.8
Mdm2-MdmX inh | 6 | 0 | -32 | 8 | 16 | 1 | 5 | 7 | -9 | -78
Jurkat NFkB inh | 1 | -19 | -1 | -11 | -9 | -9 | -12 | -2 | -24 | -45
APJ antagonist | -8 | -23 | 4 | 3 | -16 | 3 | -12 | -6 | -14 | -1

41: N=C1C(c2nc3ccccc3s2)=C(O)CN1NC(=O)c1ccccc1[N+](=O)[O-]
42: CCOc1ccccc1N(CC(=O)Nc1ccc(S(=O)(=O)N2CCOCC2)cc1)S(=O)(=O)c1ccccc1
43: CC1(C)CC2(CC(c3ccccc3)Oc3cc(O)ccc32)NC(=O)N1 (stereo not given)
44: COc1ccc(/C=C2\C(=O)ON=C2c2ccccc2)cc1OC
45: NS(=O)(=O)c1cccc(NC(=O)COC(=O)Cn2cnc3ccccc32)c1
46: Cc1sc(C(=O)NCc2cccnc2)c2nc(C)n(CC(=O)NCc3cccnc3)c(=O)c12
47: COc1ccc(C(=O)NC(CC(=O)O)c2cc([N+](=O)[O-])ccc2Cl)c(SC)c1 (stereo not given)
48: O=c1c2cc(F)ccc2sn1-c1ccc(F)cc1
49: COc1ccc(C(=O)NNC(=O)C(Cc2ccc(O)cc2)NC(=O)c2ccccc2NC(=O)c2ccc(OC)cc2)cc1 (stereo not given)
50: CCN(CC)c1ccc(NC(=O)CCc2nnc3ccc(N4CCCCC4)nn23)c(C)c1
screen / no. | 41 | 42 | 43 | 44 | 45 | 46 | 47 | 48 | 49 | 50
697 NFkB inh | 22 | -11 | 8 | -1 | 14 | 23 | 6 | -8 | 11 | -5
tim23-1 inh | -21 | -2 | 9 | 43 | 11 | -4 | 13 | 37 | -19 | -7
APJ ag | -1 | 0 | -4 | 2 | -2 | -4 | -1 | 6 | 1 | -4
UPR XBP1 act | -1 | -3 | 1 | -1 | -2 | -2 | -1 | -4 | -3 | -1
UPR CHOP act | 0.1 | 0.1 | -2.1 | 3.3 | -0.7 | -0.1 | -1.3 | 8.1 | -0.5 | -1.7
Mdm2-MdmX inh | 54* | 5 | -7 | -7 | -9 | 16 | 0 | 15 | 27 | 15
Jurkat NFkB inh | 0 | 9 | 13 | 5 | -5 | 5 | 7 | -11 | 7 | 4
APJ antagonist | -10 | 2 | -10 | 1 | -8 | -1 | 10 | -28 | -2 | -7

51: CNC(=O)NC(=O)CSc1nnc(C(F)(F)F)n1C
52: Cc1ccc(C)c(-c2nnc(NC(=O)COc3ccccc3)o2)c1
53: CCOc1ccccc1N1CCN(C(=O)c2ccccc2)CC1
54: Cc1ccccc1N(C(=O)c1snc(C(N)=O)c1N)C(C(=O)NCC1CCCO1)c1ccc(F)cc1 (stereo not given)
55: O=C(COc1ccc2c3c(c(=O)oc2c1)CCCC3)NCc1ccccn1
56: O=C(Nc1cccc2ccccc12)N1N=CCC1c1ccccc1 (stereo not given)
57: CCn1c(=O)cc(OCC(=O)N2CCN(C(=O)c3ccco3)CC2)c2ccccc21
58: CCC(C)Nc1nc(-c2ccc3c(c2)NC(=O)CO3)cs1 (stereo not given)
59: Cc1ccc(/C(CSc2nccn2-c2ncc(C(F)(F)F)cc2Cl)=N\O)cc1
60: CCOC(=O)/C=C/C(=O)N1CCN(C(=O)/C=C/C(=O)OCC)CC1
61: CC(=O)c1c(C)[nH]c(C(=O)CSc2nnc(C3CCCCC3)n2N)c1C
62: Cc1ccc(Nc2nnc(SCC(=O)Nc3cccc(S(=O)(=O)NC4=NCCCCC4)c3)s2)c(C)c1
screen / no. | 51 | 52 | 53 | 54 | 55 | 56 | 57 | 58 | 59 | 60 | 61 | 62
697 NFkB inh | -23 | -7 | -12 | 6 | 13 | -45 | 29 | 16 | -20 | 10 | 18 | -23
tim23-1 inh | 3 | 29 | 17 | 38 | 18 | 42 | 9 | -2 | 19 | 5 | -5 | 22
APJ ag | 2 | -3 | -2 | -1 | -3 | -6 | -2 | -6 | -4 | -3 | -4 | 2
UPR XBP1 act | -1 | 3 | -2 | 3 | -1 | 2 | -1 | 4 | 4 | 0 | -1 | -2
UPR CHOP act | 2.3 | -0.6 | -1.8 | -0.6 | -1.3 | 7.3 | -1.9 | 2.3 | -2.4 | -0.3 | 1.8 | 0.7
Mdm2-MdmX inh | -7 | 22 | -11 | 11 | -5 | -3 | 22 | -1 | -11 | 5 | 35 | -5
Jurkat NFkB inh | 3 | 2 | 2 | 0 | 17 | -33 | -6 | 0 | 16 | 7 | 28 | -3
APJ antagonist | 4 | 5 | -16 | -2 | 31 | 4 | -2 | 11 | 17 | 10 | 1 | -9
